Screens as filed in PubChem BioAssay.
Phagocytosis inh = inhibitors of macrophage phagocytosis | J774A.1 macrophage IgG-bead phagocytosis, imaging | inhibition, % at 5 µM | 0.07% of 110,000 active | AID 1029;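 active = inhibition above the mean of the plate negative controls plus 5 SD, cut at about 13% in these data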;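 note: phagocytic index as fraction of beads internalized from green versus red external bead signal; plate controls were DMSO negative control for no effect and cytochalasin-D positive control for full effect; some results beyond the cut were filed as inactive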
MRP1 act = activators of MRP-1. H69AR cells + doxorubicin, viability rescue, CellTiter-Glo. viability increase, % at 10 µM. 0.61% of 140,000 active;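 active = viability gain under doxorubicin at or above a set limit, the compound median plus 3 SD, cut at about 4.7% in these data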;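 note: MRP-1 overexpressing cells given doxorubicin 25 µM after compound pretreatment; 18-22 h compound pretreatment then 72 h with doxorubicin before readout; 0% = doxorubicin-only wells and 100% = vehicle-treated cells without doxorubicin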
bCat KO growth = beta-catenin-lacking colon tumor cell growth suppression | HCT116 beta-catenin knockout viability, CellTiter-Glo, 60 h; hits give low values | viability, % at 10 µM | 1.5% of 140,000 active | AID 818;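 active = viability at or under a set limit, the compound median less 4 SD, cut at about 6% in these data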;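 note: 0% = Hyamine 1622 control at 20 µM and 100% = untreated cell control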
Yeast growth inh = reduces growth of yeast BB579 in restrictive medium. AID 804. S. cerevisiae BB579 growth, OD615, 48 h. inhibition, % at 10 µM. 0.51% of 140,000 active;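 active = inhibition above a set limit, 3 SD over the mean compound inhibition, cut at about 44% in these data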; note: inactives centre near -24
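Material: Saccharomyces cerevisiae DeaD strain BB579, replicative lifespan model yeast; buffer or medium: CSMM-D restrictive synthetic medium containing dextrose (glucose); compound: 10 µM single dose, DMSO 0.25%; timing: 48 h compound exposure at 30 °C after 4 h preincubation; signal: turbidity as optical density at 615 nm; benchmarks: positive control amphotericin B 10 µg/mL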
Measles CPE = protection of cells from measles virus; protection (pct of control), % at 4 µM; 1.5% of 140,000 active; Measles virus-infected cells, CPE protection, absorbance; in the data active = protection mostly above about 24%, no sharp cut-off; inactive = mostly below about 26%; note: some compounds called inactive have numbers as strong as hits
Yeast life ext = extends the lifespan of yeast; 0.68% of 130,000 active; S. cerevisiae growth with nicotinamide, OD615; deaD strain in restrictive glucose medium; inhibition of the nicotinamide effect, % at 10 µM; AID 775;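 active = inhibition above a set limit, placed 3 SD over the median of all compounds, cut at about 26% in these data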;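 note: 0% = nicotinamide-treated wells and 100% = cells grown without nicotinamide; some compounds called inactive have numbers as strong as hits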
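Assay system: engineered S. cerevisiae DeaD replicative-lifespan strain, galactose-grown log-phase cells; medium: restrictive CSMM-D dextrose medium; also added: nicotinamide, 1.5 mM, co-present with compound; schedule: 48 h compound exposure at 30 °C, humidified; detection: absorbance at 615 nm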
E-sel TNF inh = blocks E-selectin expression induced by TNF alpha; HUVEC TNFa-induced E-selectin immunofluorescence, high content; inhibition, % at 2 µM; 0.71% of 120,000 active; AID 1246;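 active = inhibition above the batch mean plus 3 SD, and confirmed as a hit on visual image review, cut at about 43% in these data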;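 note: 0% = TNF-stimulated DMSO wells and 100% = unstimulated control wells; not every result past the cut was called active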
PTEN del growth = suppresses growth of cells with PTEN deletion | HCT116 PTEN-null viability, CellTiter-Glo, 60 h; hits give low values | viability, % at 10 µM | 1.2% of 140,000 active | AID 827;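 active = viability at or below a set limit, 4 SD under the median of all tested compounds, cut at about 3.7% in these data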;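 note: PTEN knockout HCT116 line with beta catenin targeted HCT116 as companion control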
NPY Y2 blocker = antagonists of human neuropeptide Y receptor Y2 | 0.99% of 140,000 active | NPY-Y2 expressing cells, antagonist mode | inhibition, % at 2.7 µM | P49146; in the data active = inhibition above about 17%;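 note: 0% = vehicle with agonist challenge and 100% = reference antagonist with challenge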
Target sequence (P49146 whole entry, looked up): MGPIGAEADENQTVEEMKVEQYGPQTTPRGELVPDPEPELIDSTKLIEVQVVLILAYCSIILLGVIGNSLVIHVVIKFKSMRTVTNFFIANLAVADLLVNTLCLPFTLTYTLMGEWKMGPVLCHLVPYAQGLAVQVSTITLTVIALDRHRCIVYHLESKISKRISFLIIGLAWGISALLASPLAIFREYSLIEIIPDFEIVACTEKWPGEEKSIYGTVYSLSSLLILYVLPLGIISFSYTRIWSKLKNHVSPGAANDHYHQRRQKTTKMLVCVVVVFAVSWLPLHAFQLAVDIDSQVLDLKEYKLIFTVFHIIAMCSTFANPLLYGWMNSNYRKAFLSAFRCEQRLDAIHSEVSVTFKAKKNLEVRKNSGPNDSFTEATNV
GALR2 antag = blocks the human galanin receptor 2; GALR2-expressing cells, antagonist mode; inhibition, % at 4 µM; 0.39% of 140,000 active; in the data active = inhibition above about 27%;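 note: cells stimulated with galanin 1-16 at roughly its EC80; 0% = agonist challenge control and 100% = basal control without agonist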
Target sequence (O43603 whole entry, looked up): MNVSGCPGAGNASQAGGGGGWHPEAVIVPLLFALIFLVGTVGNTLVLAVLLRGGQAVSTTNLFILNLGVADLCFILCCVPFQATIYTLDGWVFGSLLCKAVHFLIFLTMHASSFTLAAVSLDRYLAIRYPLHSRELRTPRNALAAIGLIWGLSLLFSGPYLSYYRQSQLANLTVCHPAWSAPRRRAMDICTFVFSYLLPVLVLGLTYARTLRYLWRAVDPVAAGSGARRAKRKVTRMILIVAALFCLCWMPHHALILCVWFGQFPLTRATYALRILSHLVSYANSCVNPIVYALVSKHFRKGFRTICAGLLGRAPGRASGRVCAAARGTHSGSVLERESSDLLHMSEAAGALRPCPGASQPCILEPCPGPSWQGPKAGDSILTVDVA
Numbers without * were called inactive.

For O=C(NCCN1C(=O)S/C(=C\c2ccccc2F)C1=O)C1CCCN1C(=O)c1cccs1 (centres undefined) the results were Phagocytosis inh -8, MRP1 act 0.7, bCat KO growth 84, Yeast growth inh -4, Measles CPE 19, Yeast life ext -7, E-sel TNF inh 22, PTEN del growth 86, NPY Y2 blocker 1 and GALR2 antag 8.
Screening CCOC(=O)CSCc1cn2cc(Cl)ccc2n1 returned Phagocytosis inh -1, MRP1 act 0.1, bCat KO growth 102, Yeast growth inh -80, Measles CPE 24, Yeast life ext -3, E-sel TNF inh -10, PTEN del growth 113, NPY Y2 blocker -1 and GALR2 antag -5.
Screening CCOC(=O)C1C(=O)CC(=O)CC1CC(C)SCC (centres undefined) returned Phagocytosis inh -1, MRP1 act 1.7, bCat KO growth 98, Yeast growth inh 10, Measles CPE 17, Yeast life ext -18, E-sel TNF inh -6, PTEN del growth 109, NPY Y2 blocker 0 and GALR2 antag -5.
For CC1(C)CC2CC(C)(CN2S(=O)(=O)c2ccc(C(=O)Nc3ccc(S(=O)(=O)N4CCOCC4)cc3)cc2)C1 (centres undefined) the results were Phagocytosis inh -1, MRP1 act -2.5, bCat KO growth 18, Yeast growth inh -27, Measles CPE 13, Yeast life ext 2, PTEN del growth 20, NPY Y2 blocker -3 and GALR2 antag -8.
Screening CCc1cccc(CC)c1-n1c(SCn2nnc3ccccc3c2=O)nnc1-c1cccnc1 returned Phagocytosis inh -1, MRP1 act 1.2, bCat KO growth 58, Yeast growth inh -54, Measles CPE 4, Yeast life ext 13, PTEN del growth 58, NPY Y2 blocker 8 and GALR2 antag 3.
`O=C(CSc1nccn1-c1cccc(Cl)c1)NC1CCCC1` gave Phagocytosis inh 3, MRP1 act -1.2, bCat KO growth 91, Yeast growth inh -35, Measles CPE 3, Yeast life ext -1, E-sel TNF inh -2, PTEN del growth 98, NPY Y2 blocker 5 and GALR2 antag -12.
Screening COc1ccc(Cl)cc1C(=O)Nc1ccc(NC(=O)c2ccco2)cc1 returned Phagocytosis inh 0, MRP1 act -1.3, bCat KO growth 80, Yeast growth inh -10, Measles CPE 2, Yeast life ext -14, E-sel TNF inh -13, PTEN del growth 87, NPY Y2 blocker 1 and GALR2 antag 7.
For Fc1ccc(-c2nnc3ccc(N4CCCC4)nn23)cc1 the results were Phagocytosis inh 0, MRP1 act -3.1, bCat KO growth 76, Yeast growth inh -25, Measles CPE 3, Yeast life ext -14, E-sel TNF inh 2, PTEN del growth 83, NPY Y2 blocker -1 and GALR2 antag -3.
For CSCCC(NC(=O)c1ccccc1)C(=O)Nc1ccc(NC(C)=O)cc1 (centres undefined) the results were Phagocytosis inh -2, MRP1 act -0.7, bCat KO growth 100, Yeast growth inh -15, Measles CPE 7, Yeast life ext -1, PTEN del growth 105, NPY Y2 blocker 2 and GALR2 antag -6.
Screening CCN(CC)CCN1C(=O)C(=O)/C(=C(/O)c2c(C)[nH]c(C(=O)OC)c2C)C1c1cccnc1 (centres undefined) returned Phagocytosis inh 0, MRP1 act -1.8, bCat KO growth 91, Yeast growth inh -18, Measles CPE 5, Yeast life ext -12, PTEN del growth 99, NPY Y2 blocker 0 and GALR2 antag 1.
For O=C(NCc1ccccn1)c1ccc(=O)oc1 the results were Phagocytosis inh -1, MRP1 act -1.1, bCat KO growth 99, Yeast growth inh -53, Measles CPE 7, Yeast life ext -2, E-sel TNF inh 15, PTEN del growth 105, NPY Y2 blocker -2 and GALR2 antag -1.
Screening Cc1[nH]nc(N=CC2=C(O)CC(c3ccco3)CC2=O)c1-c1ccccc1 (centres undefined) returned Phagocytosis inh 0, MRP1 act -5.1, bCat KO growth 81, Yeast growth inh -21, Measles CPE 18, Yeast life ext -7, PTEN del growth 91, NPY Y2 blocker 1 and GALR2 antag 3.
For Cc1cc2occ(CC(=O)Nc3nccs3)c2cc1C(C)C the results were Phagocytosis inh -1, MRP1 act 0.1, bCat KO growth 68, Yeast growth inh -25, Measles CPE 13, Yeast life ext 1, E-sel TNF inh 16, PTEN del growth 78, NPY Y2 blocker 1 and GALR2 antag -1.
For Cc1cc2c(s1)CCCCC(=O)N2 the results were MRP1 act -1.6, bCat KO growth 98, Yeast growth inh 3, Measles CPE 2, Yeast life ext -11, E-sel TNF inh -24, PTEN del growth 99, NPY Y2 blocker 5 and GALR2 antag -11.
For O=C(c1cccc(S(=O)(=O)N2CCc3ccccc3C2)c1)N1CCN(c2ccc(O)cc2)CC1 the results were Phagocytosis inh -4, MRP1 act -3.2, bCat KO growth 69, Yeast growth inh -43, Measles CPE 13, Yeast life ext 0, E-sel TNF inh -13, PTEN del growth 64, NPY Y2 blocker 0 and GALR2 antag -2.
`COCC(=O)N(Cc1cc2ccccc2[nH]c1=O)c1ccc(OC)cc1` gave Phagocytosis inh 0, MRP1 act -0.5, bCat KO growth 98, Yeast growth inh -51, Measles CPE 5, Yeast life ext -8, E-sel TNF inh 4, PTEN del growth 105, NPY Y2 blocker 2 and GALR2 antag -9.
For O=C(NC1(C(F)(F)F)NC(=O)N(Cc2cccnc2)C1=O)c1ccccc1Cl (centres undefined) the results were MRP1 act -2.5, bCat KO growth 96, Yeast growth inh -8, Measles CPE 9, Yeast life ext -22, E-sel TNF inh 2, PTEN del growth 86, NPY Y2 blocker 0 and GALR2 antag -1.
`CCN1CCN(C(=O)c2ccc3c(=O)n(C4CCCC4)c(=S)[nH]c3c2)CC1` gave Phagocytosis inh -1, MRP1 act -1.3, bCat KO growth 79, Yeast growth inh -74, Measles CPE 18, Yeast life ext -5, E-sel TNF inh 2, PTEN del growth 81, NPY Y2 blocker -2 and GALR2 antag -4.
For COc1ccc(OC)c(C2C=C(c3ccc(C)c(C)c3)Nc3nnnn32)c1 (centres undefined) the results were Phagocytosis inh 1, MRP1 act 1.9, bCat KO growth 110, Yeast growth inh -30, Measles CPE 7, Yeast life ext -24 and PTEN del growth 90.
For Cn1c(=O)c2c(nc(CN3CCc4ccccc4C3)n2Cc2ccc(Cl)cc2)n(C)c1=O the results were MRP1 act -2.7, bCat KO growth 93, Yeast growth inh -26, Measles CPE 14, E-sel TNF inh -5, PTEN del growth 82, NPY Y2 blocker 0 and GALR2 antag -2.

Retrieved by structure from the entries so far, two records:
For O=C(c1cccc(S(=O)(=O)N2CCc3ccccc3C2)c1)N1CCN(c2ccc(O)cc2)CC1 the results were Phagocytosis inh -4, MRP1 act -3.2, bCat KO growth 69, Yeast growth inh -43, Measles CPE 13, Yeast life ext 0, E-sel TNF inh -13, PTEN del growth 64, NPY Y2 blocker 0 and GALR2 antag -2.
For Cc1cc2occ(CC(=O)Nc3nccs3)c2cc1C(C)C the results were Phagocytosis inh -1, MRP1 act 0.1, bCat KO growth 68, Yeast growth inh -25, Measles CPE 13, Yeast life ext 1, E-sel TNF inh 16, PTEN del growth 78, NPY Y2 blocker 1 and GALR2 antag -1.

(list continues)
`O=C(NCc1cccs1)C1CCN(c2ccc(S(=O)(=O)N3CCOCC3)cc2Cl)CC1` gave Phagocytosis inh 1, MRP1 act -5.6, bCat KO growth 12, Yeast growth inh -28, Measles CPE 5, Yeast life ext -2, PTEN del growth 10, NPY Y2 blocker 3 and GALR2 antag -7.
Screening Cc1cccc2cc(C#N)c(NCCNS(=O)(=O)c3ccc4c(c3)OCCO4)nc12 returned Phagocytosis inh 0, MRP1 act -0.9, bCat KO growth 99, Yeast growth inh -27, Measles CPE 21, Yeast life ext -14, E-sel TNF inh -16, PTEN del growth 98, NPY Y2 blocker 4 and GALR2 antag -6.
CCCCNC(=O)Nc1cnn(CC)c1C(N)=O was read as Phagocytosis inh 0, MRP1 act -1.9, bCat KO growth 92, Yeast growth inh -6, Measles CPE 4, Yeast life ext -18, E-sel TNF inh -5, PTEN del growth 91, NPY Y2 blocker 2 and GALR2 antag -15.
O=c1oc2ccccc2c(NCCc2ccccc2)c1[N+](=O)[O-] was read as Phagocytosis inh -7, MRP1 act -2.2, bCat KO growth 91, Yeast growth inh -10, Measles CPE 17, Yeast life ext -5, E-sel TNF inh 20, PTEN del growth 85, NPY Y2 blocker 2 and GALR2 antag -4.
`Cc1cnc(C(=O)OCC(=O)Nc2ccc(Cl)cc2)cn1` gave MRP1 act -3.8, bCat KO growth 102, Yeast growth inh -10, Measles CPE 24, Yeast life ext -9, E-sel TNF inh -15, PTEN del growth 105, NPY Y2 blocker 1 and GALR2 antag 9.
For c1cc2ccc3ccc(CN4CCOCC4)c4ccc(c1)c2c34 the results were MRP1 act -2.5, bCat KO growth 85, Yeast growth inh -10, Measles CPE 8, Yeast life ext -28, E-sel TNF inh -11, PTEN del growth 89, NPY Y2 blocker 3 and GALR2 antag 4.
Screening COc1ccc(-c2nnnn2-c2ccccc2OC)cc1 returned MRP1 act -5.2, bCat KO growth 43, Yeast growth inh -29, Measles CPE 4, E-sel TNF inh -5, PTEN del growth 42, NPY Y2 blocker 1 and GALR2 antag 1.
Screening CCc1ccc(NC(=O)c2ccc(Cn3cc([N+](=O)[O-])cn3)cc2)cc1 returned Phagocytosis inh -3, MRP1 act 0.7, bCat KO growth 90, Yeast growth inh -8, Measles CPE 13, Yeast life ext 1, PTEN del growth 99, NPY Y2 blocker -2 and GALR2 antag -6.
Cc1ccc(N=Cc2c(O)n(-c3nccs3)c(=O)c3ccccc23)cc1 was read as Phagocytosis inh 0, MRP1 act 3.1, bCat KO growth 99, Yeast growth inh -23, Measles CPE 2, Yeast life ext 3, PTEN del growth 105, NPY Y2 blocker 5 and GALR2 antag -7.
`Cn1ncc(Br)c1C(=O)NC(=S)N1CCN(c2ccccn2)CC1` gave Phagocytosis inh -4, MRP1 act -0.5, bCat KO growth 104, Yeast growth inh -51, Measles CPE 11, Yeast life ext 9, PTEN del growth 106, NPY Y2 blocker 1 and GALR2 antag -3.
Cc1ccc(C)c(N(C(=O)Cn2nnc(-c3cccs3)n2)C(C(=O)NC2CC2)c2ccc(C)o2)c1 (centres undefined) was read as Phagocytosis inh -1, MRP1 act -1.5, bCat KO growth 95, Yeast growth inh -25, Measles CPE 5, Yeast life ext -15, PTEN del growth 93, NPY Y2 blocker -1 and GALR2 antag -2.
Screening CCOC(=O)CSc1ccc(-c2nc3cc(C)c(C)cc3[nH]2)cn1 returned Phagocytosis inh 0, MRP1 act -0.8, bCat KO growth 99, Yeast growth inh -24, Measles CPE 15, Yeast life ext 0, E-sel TNF inh 0, PTEN del growth 91, NPY Y2 blocker 1 and GALR2 antag 4.
CC1=C(C(=O)OC2CCCCC2)C(c2ccco2)n2ncnc2N1 (centres undefined) was read as Phagocytosis inh 0, MRP1 act -3.8, bCat KO growth 83, Yeast growth inh -5, Measles CPE 15, Yeast life ext -10 and PTEN del growth 86.
Screening C=CCNc1nc(N)c(C(=C(C#N)C#N)c2ccccc2)s1 returned Phagocytosis inh -1, MRP1 act -3.1, bCat KO growth 80, Yeast growth inh 28, Measles CPE 5, Yeast life ext -1, E-sel TNF inh -30, PTEN del growth 72, NPY Y2 blocker 2 and GALR2 antag -5.
`CN(C)c1nc(Oc2ccc(/C=N/O)cc2)nc(N(C)C)n1` gave Phagocytosis inh 0, MRP1 act -0.6, bCat KO growth 102, Yeast growth inh -42, Measles CPE 7, Yeast life ext 5, E-sel TNF inh -18, PTEN del growth 109, NPY Y2 blocker 1 and GALR2 antag 5.
